Source: PubChem BioAssay
D2 PAM = HTS Assay for Positive Allosteric Modulators of the Human D2 Dopamine Receptor: Primary Screen for Potentiators; HEK293 T-REx D2, calcium flux, EC20 dopamine potentiation; potentiation, % at 10 µM; hit rate 0.34% among 340,000;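 active = potentiation over 3 SD above the plate norm, cut at about 30% in these data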; also: 0% is about no effect
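Primary screen. Calcium kinetics in induced HEK293 T-REx D2 cells: compound pre-addition 180 s, EC20 dopamine, 180 s more.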
RXFP1 agonist = qHTS Assay for Agonists of the Relaxin Receptor RXFP1 | Relaxin receptor 1 (Homo sapiens), Q9HBX9 | HEK293T-RXFP1 cAMP TR-FRET, 30 min; response scale: percent of porcine relaxin response, buffer zero | Potency, µM (doses to about 57.5 µM), for inactives: top-dose activation, hits mostly activators | hit rate 0.3% among 370,000 | AID 2676, 2010; also: potency is read from the fitted curve at half-maximal effect; % is scaled to controls: 0 for no effect and ±100 for the full control effect; nearly all actives have a fitted effect of over 60% in size; many of its hits are not listed in these tables
Target sequence (Q9HBX9 whole entry, looked up): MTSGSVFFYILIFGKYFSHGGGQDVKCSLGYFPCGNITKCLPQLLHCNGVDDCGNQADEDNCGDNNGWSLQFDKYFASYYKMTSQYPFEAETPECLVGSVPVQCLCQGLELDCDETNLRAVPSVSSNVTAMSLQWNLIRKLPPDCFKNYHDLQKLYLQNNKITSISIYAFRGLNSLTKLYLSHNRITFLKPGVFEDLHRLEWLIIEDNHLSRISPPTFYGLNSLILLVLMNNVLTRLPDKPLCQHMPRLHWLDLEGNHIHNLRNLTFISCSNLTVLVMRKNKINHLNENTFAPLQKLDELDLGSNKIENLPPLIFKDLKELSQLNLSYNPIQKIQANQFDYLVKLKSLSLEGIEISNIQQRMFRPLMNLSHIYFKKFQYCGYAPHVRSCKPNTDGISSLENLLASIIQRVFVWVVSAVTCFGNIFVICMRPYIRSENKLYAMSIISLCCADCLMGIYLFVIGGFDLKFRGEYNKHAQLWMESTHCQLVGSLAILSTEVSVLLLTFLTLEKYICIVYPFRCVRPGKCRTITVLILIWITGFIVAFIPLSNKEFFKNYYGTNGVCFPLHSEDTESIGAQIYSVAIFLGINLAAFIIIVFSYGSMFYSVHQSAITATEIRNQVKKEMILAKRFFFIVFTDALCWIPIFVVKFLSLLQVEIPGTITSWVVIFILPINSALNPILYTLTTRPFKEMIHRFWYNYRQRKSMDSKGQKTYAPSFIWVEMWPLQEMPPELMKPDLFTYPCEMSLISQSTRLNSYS
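cAMP rise read by TR-FRET after 30 min, 37C compound exposure (up to 58 uM) in RXFP1-transfected HEK293 cells with Ro 20174 present. EC50 from Hill-equation fits, with 29 nM porcine relaxin as 100% and buffer as basal.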
TRHR agonist = qHTS for Small Molecule Agonists and Allosteric Enhancers of Human TRH Receptor: Primary Screen for Agonists. activation, % at 2 µM. AID 493084, 2011. TRHR cells, calcium flux fluo-8, FDSS agonist mode. hit rate 0.18% among 360,000. Thyrotropin-releasing hormone receptor (Homo sapiens), P34981; in the data active = activation above about 30%; also: 0% is about no effect
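TRHR-expressing cells, plated overnight in medium with 10% serum, were loaded with fluo-8 calcium dye at room temperature. After a 10 s baseline, library compound was pin-added and calcium release was recorded kinetically (ex 480/em 530) as agonist response.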
D1 antag = Antagonist of Human D 1 Dopamine Receptor: qHTS | AID 504652, 2011 | activity change, negative = inhibition, % at 10 µM | HEK293 TREx D1 cells, calcium flux, dopamine EC80; hits give low values | hit rate 3.2% among 360,000 | D(1A) dopamine receptor (Homo sapiens), P21728; in the data active = activity change below about -30%; also: % is scaled to controls: 0 for no effect and ±100 for the full control effect
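Inducible Hek293 Trex D1 cells (tetracycline, overnight, 30 C). Calcium dye 30–90 min RT. Antagonist mode: EC80 dopamine added after 180 s compound read.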
D1 potentiator = Potentiators of Human D1 Dopamine Receptor: qHTS | D(1A) dopamine receptor (Homo sapiens), P21728 | HEK293 TREx D1 cells, calcium flux, dopamine EC20 potentiation | potentiation, % at 10 µM | AID 504651, 2011 | hit rate 0.036% among 360,000; in the data active = potentiation above about 30%; also: 0% is about no effect
D1 ag = Allosteric Agonists of the Human D1 Dopamine Receptor: qHTS; D(1A) dopamine receptor (Homo sapiens), P21728; HEK293 T-REx D1 cells, calcium flux, agonist mode; activation, % at 2 µM; hit rate 1% among 360,000; AID 504660, 2011; in the data active = activation above about 30%; also: 0% is about no effect
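Agonism was scored from calcium flux recorded over 180 s (1 read/s) after pintool compound addition, following a 10-cycle baseline. Cells were inducible force-coupled HEK293 TREx D1, plated overnight at 30 C and loaded with no-wash calcium dye.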
Anesthetic bind = qHTS Assay for Identification of Novel General Anesthetics. apoferritin/1-aminoanthracene competitive binding, fluorescence. AID 485281, 2010. Ferritin light chain (Equus caballus), P02791. hit rate 0.074% among 350,000. Potency, µM (highest dose often 77.5 µM), for inactives: top-dose activity change, negative = displacement, most hits filed as inhibitors; also: potency is read from the fitted curve at half-maximal effect; % is scaled to controls: 0 for no effect and ±100 for the full control effect; nearly all actives have a fitted effect of over 20% in size
Target sequence (P02791 2-175 limits assumed): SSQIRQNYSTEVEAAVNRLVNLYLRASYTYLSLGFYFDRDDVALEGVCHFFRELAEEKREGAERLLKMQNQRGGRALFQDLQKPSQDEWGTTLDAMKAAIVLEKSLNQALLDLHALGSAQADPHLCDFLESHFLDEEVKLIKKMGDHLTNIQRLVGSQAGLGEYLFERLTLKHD
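10 uM apoferritin + 50% sat. 1-AMA, PBS; cpd 10 min RT; Ex380/Em535 endpoint; normalized to free probe vs complex; 4-param Hill fit; propofol titration as pos. ctrl.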
RXFP1 antag = qHTS Assay for Antagonists of the Relaxin Receptor RXFP1. Relaxin receptor 1 (Homo sapiens), Q9HBX9. HEK293-RXFP1, relaxin-stimulated cAMP HTRF, 30 min; hits give low values. activity change, negative = inhibition, % at 57.5 µM. hit rate 0.59% among 350,000. AID 1259400, 2018;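 active = activity change of -60% or lower, but not beyond a set lower limit; inconclusive = change between -60% and -40%, or beyond the set limit; inactive = change above -40%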; also: % is scaled to controls: 0 for no effect and ±100 for the full control effect
TRHR enhancer = qHTS for Small Molecule Agonists and Allosteric Enhancers of Human TRH Receptor: Primary Screen for Enhancers; enhancement, % at 2 µM; AID 493056, 2011; Thyrotropin-releasing hormone receptor (Homo sapiens), P34981; TRHR cells, fluo-8 calcium fluorescence, EC20 TRH enhancement; hit rate 0.66% among 360,000; in the data active = enhancement above about 30%; also: 0% is about no effect
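Enhancer read-out: after compound pinning and an initial kinetic agonist-mode read, an EC20 of TRH (10 nM final) was injected and fluo-8 calcium signal (Ex 480/Em 530) followed at 1 s/cycle for 100 cycles in TRHR-expressing cells.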
Starred values were filed as active, the others as inactive; u = inconclusive; x = no result given. Unless noted, calls follow the shape of the dose curve; as a rule, active = well fitted curve in the direction sought with a large enough effect; inconclusive = small, poorly fitted or top-dose-only effect, or another doubt; inactive = no such curve, though single readings can be large; an effect the other way counts as inactive or inconclusive.

1	NC1=NC[C@H](CC2CCCCC2)N1CCc1cc(C(F)(F)F)cc(C(F)(F)F)c1
2	O=C(COC(=O)CC(c1ccccc1)c1ccccc1)Nc1cccc(F)c1
3	CCOc1ccc(-c2noc(CCC(N)=O)n2)cc1OCC
4	Cc1ccc(S(=O)(=O)Nc2ccc(NC(=O)c3ccc(F)cc3)cc2)cc1
5	CSc1ncccc1C(=O)Nc1nnc(C2CC2)s1
6	COc1ccc(OC)c(-c2nn(-c3ccccc3)cc2C(=O)N2CCc3ccccc3C2)c1
7	COc1ccc(C(C)(C)NC(=O)C2CCC(=O)N(C3CC3)C2)cc1OC (stereo not given)
8	CC(C)C(NC(=O)c1ccc(C(C)(C)C)cc1)C(=O)NCc1ccccn1 (stereo not given)

Assay by compound	1	2	3	4	5	6	7	8
D2 PAM	-4	-5	10	-7	16	x	1	8
RXFP1 agonist	0.0%	0.0%	-1.3%	0.8%	-0.2%	0.7%	1.0%	0.3%
TRHR agonist	0.8	0.4	-0.3	-0.8	0.0	0.0	0.7	-0.6
D1 antag	25	-8	-14	-8	14	x	5	2
D1 potentiator	2	-3	-1	0	1	-2	0	-1
D1 ag	11	11	-1	2	3	1	4	1
Anesthetic bind	-20%	-2%	-7%	-5%	0%	x	-4%	x
RXFP1 antag	x	-2	-1	-14	6	-7	-9	2
TRHR enhancer	-2	-1	9	4	4	4	9	-2

9	Cc1cc2nsnc2c(S(=O)(=O)N2CCN(C)CC2)c1C
10	COc1cccc(-c2nc3ccc(C(=O)N4CCCC(O)C4)cc3o2)c1 (stereo not given)
11	O=C(NS(=O)(=O)Oc1ccc(F)cc1F)OC[C@@H]1CCCN2CCCCC12 (stereo not given in full)
12	O=C(CCSCCc1ccccn1)Nc1c(F)cc(F)cc1Br
13	O=C(CCC(=O)N1CCOc2ccccc21)NC1CCCCCC1
14	CCCc1nc(NCCO)c(C#N)c2c1CCCC2
15	COc1cccc(NC(=O)CC2S/C(=N\S(=O)(=O)c3ccccc3)N(c3ccccc3)C2=O)c1 (stereo not given)
16	COCCNC(=O)C(c1ccc(O)cc1)N(C(=O)CCC(=O)Nc1nccs1)c1ccc(C)cc1 (stereo not given)

Assay by compound	9	10	11	12	13	14	15	16
D2 PAM	7	4	1	-2	-1	13	-2	2
RXFP1 agonist	0.6%	2.1%	-0.3%	4.6%	3.7%	2.3%	0.6%	-1.1%
TRHR agonist	-0.4	0.5	1.2	-0.3	-0.1	-0.7	0.1	-1.5
D1 antag	20	15	9	-4	-12	6	-2	-20
D1 potentiator	x	-1	x	-7	-5	4	0	0
D1 ag	1	4	7	3	2	10	2	3
Anesthetic bind	3%	-10%	2%	-6%	u	0%	6%	-1%
RXFP1 antag	-7	-12	4	-12	6	-8	2	-20
TRHR enhancer	4	0	5	0	-1	-5	1	2

17	Cc1ccc(-c2nc(N3CCCC(C)C3)c3ccccc3n2)cc1 (stereo not given)
18	COc1ccccc1NC(=O)c1ccc(C)c(S(=O)(=O)N2CCCCC2)c1
19	O=C(CCC(=O)c1ccc(F)cc1)Nc1cc(Cl)cc(Cl)c1
20	O=C(NCC(=O)N1CCN(c2ccccc2)CC1)c1ccco1
21	O=C(NCc1cccc(Cl)c1)c1c2c(nc3ccccc13)C(=O)N(C1CCCCC1)C2
22	CCOc1ccccc1N1C(=O)c2ccc(S(=O)(=O)c3ccc(C(=O)O)cc3)cc2C1=O
23	COCC(=O)n1nc(NCc2ccc(OC)cc2)nc1NCc1ccc(OC)cc1
24	COc1ccc(C2CC(c3cccs3)Nc3nnnn32)cc1 (stereo not given)

Assay by compound	17	18	19	20	21	22	23	24
D2 PAM	16	9	-16	15	2	-6	6	3
RXFP1 agonist	0.4%	2.7%	0.0%	0.0%	4.5%	3.6%	1.9%	-0.1%
TRHR agonist	0.1	0.7	3.1	-0.3	0.3	0.7	-0.5	1.2
D1 antag	8	-21	-41*	25	8	-2	-15	18
D1 potentiator	0	-4	-3	-2	-4	0	-3	-4
D1 ag	1	6	20	3	3	3	2	4
Anesthetic bind	-12%	-1%	-19%	0%	u	-4%	-14%	-1%
RXFP1 antag	x	-7	5	-4	-15	-19	3	-11
TRHR enhancer	1	-7	-8	-13	-4	7	-1	-4

Record cards, as listed above. Values in the order: D2 PAM | RXFP1 agonist | TRHR agonist | D1 antag | D1 potentiator | D1 ag | Anesthetic bind | RXFP1 antag | TRHR enhancer
`COCC(=O)n1nc(NCc2ccc(OC)cc2)nc1NCc1ccc(OC)cc1` is listed as 6 | 1.9% | -0.5 | -15 | -3 | 2 | -14% | 3 | -1
`O=C(NCC(=O)N1CCN(c2ccccc2)CC1)c1ccco1` is listed as 15 | 0.0% | -0.3 | 25 | -2 | 3 | 0% | -4 | -13

The results go on:
25	COc1cccc(NS(=O)(=O)CC23CCC(CC2=O)C3(C)C)c1 (stereo not given)
26	O=C(Cn1cccc1C(=O)c1ccccc1)NCCN1CCCCCC1
27	COc1cc(/C=N/NC(=O)C2=NNC(=O)C2C)ccc1O (stereo not given)
28	O=C(Nc1ccc(C(=O)N2CCN(c3ccccc3)CC2)cc1)c1nsc2ccccc12
29	CCCc1cc(=O)[nH]c(Nc2ccc(N3CCCCC3)cc2)n1
30	Cc1sc2ncn(CC(=O)N3CCN(c4ccccc4F)CC3)c(=O)c2c1S(=O)(=O)N1CCOCC1
31	O=C(NC1C2CC3CC(C2)CC1C3)c1ccc(N2CCNCC2)c([N+](=O)[O-])c1 (stereo not given)
32	Cc1oc2c(c(C)cc3oc(=O)c(CC(=O)NCCCO)c(C)c32)c1C

Assay by compound	25	26	27	28	29	30	31	32
D2 PAM	5	-15	3	8	3	1	6	6
RXFP1 agonist	0.2%	-2.0%	-3.4%	6.2%	0.4%	-4.9%	-0.3%	2.6%
TRHR agonist	-0.2	-0.5	0.0	0.4	-0.2	0.0	0.9	-0.3
D1 antag	0	0	-4	-11	7	3	2	-8
D1 potentiator	2	1	-4	-3	0	-7	-2	1
D1 ag	0	1	3	2	2	1	3	0
Anesthetic bind	u	-12%	-9%	-1%	u	-3%	-13%	-8%
RXFP1 antag	3	-13	1	3	-4	5	-7	13
TRHR enhancer	3	-3	-2	0	2	-1	2	1

6 entries out of the list, sorted by count of non-hydrogen atoms, low to high:
27	COc1cc(/C=N/NC(=O)C2=NNC(=O)C2C)ccc1O (stereo not given)
24	COc1ccc(C2CC(c3cccs3)Nc3nnnn32)cc1 (stereo not given)
25	COc1cccc(NS(=O)(=O)CC23CCC(CC2=O)C3(C)C)c1 (stereo not given)
32	Cc1oc2c(c(C)cc3oc(=O)c(CC(=O)NCCCO)c(C)c32)c1C
28	O=C(Nc1ccc(C(=O)N2CCN(c3ccccc3)CC2)cc1)c1nsc2ccccc12
30	Cc1sc2ncn(CC(=O)N3CCN(c4ccccc4F)CC3)c(=O)c2c1S(=O)(=O)N1CCOCC1

Assay by compound	27	24	25	32	28	30
D2 PAM	3	3	5	6	8	1
RXFP1 agonist	-3.4%	-0.1%	0.2%	2.6%	6.2%	-4.9%
TRHR agonist	0.0	1.2	-0.2	-0.3	0.4	0.0
D1 antag	-4	18	0	-8	-11	3
D1 potentiator	-4	-4	2	1	-3	-7
D1 ag	3	4	0	0	2	1
Anesthetic bind	-9%	-1%	u	-8%	-1%	-3%
RXFP1 antag	1	-11	3	13	3	5
TRHR enhancer	-2	-4	3	1	0	-1

Next part.
33	O=C(O)C(Cc1cc(Cl)ccc1Cl)Sc1nc2ccccc2[nH]1 (stereo not given)
34	O=C(COC(=O)c1cccc(S(=O)(=O)N2CCCCC2)c1)NC1CCCc2ccccc21 (stereo not given)
35	CCOc1ccc(S(=O)(=O)N/N=C2/CC(c3ccccc3)Oc3ccccc32)cc1 (stereo not given)
36	COc1cccc(/C=N/NC(=O)C(=O)NCc2ccco2)c1OC
37	CC(=O)Nc1ccc(N(C(=O)CNC(=O)c2ccco2)C(C(=O)NCC2CCCO2)c2ccccc2)cc1 (stereo not given)
38	Cc1cc(NC(=O)C2CCCN2C(=O)Nc2cccc(Cl)c2)ccc1-n1cnnn1 (stereo not given)
39	CCOC(=O)C1=NN(C(C)=O)C2(CC(=O)N(c3ccc(C)c(C)c3)C2=O)C1 (stereo not given)
40	O=C(CSc1n[nH]c(-c2ccncc2)n1)Nc1ccc(F)cc1

Assay by compound	33	34	35	36	37	38	39	40
D2 PAM	11	2	-4	-3	-5	3	1	x
RXFP1 agonist	2.3%	2.6%	1.7%	0.2%	0.6%	1.5%	5.3%	-2.8%
TRHR agonist	-0.1	-0.1	0.4	-1.2	0.3	-0.8	-1.1	0.4
D1 antag	-2	-8	21	-9	3	-3	2	5
D1 potentiator	-3	-3	-3	1	3	1	-4	-2
D1 ag	4	4	3	-1	1	-1	3	3
Anesthetic bind	-4%	4%	-22%	-12%	-1%	-7%	-8%	1%
RXFP1 antag	4	7	-32	-14	3	-3	1	-3
TRHR enhancer	6	-4	-14	0	2	5	19	3

41	CCc1ccc(-c2nc(CSCC(=O)NCc3ccccc3OC)c(C)o2)cc1
42	CSCCC(NC(=O)CCNC(=O)c1ccccc1Cl)c1nc2ccccc2[nH]1 (stereo not given)
43	O=C(CSc1nnc(-c2ccc(F)cc2)n1-c1ccccc1)NCCN1C(=O)CSC1=O
44	O=C(C1CCN(S(=O)(=O)c2ccccc2)CC1)N1CCN(c2ccccc2F)CC1
45	Cc1ccc(NS(=O)(=O)c2cc(C(=O)NCc3ccccn3)ccc2Cl)cc1
46	CC(=O)Nc1ccc(OCC(O)CN2CCN(S(=O)(=O)c3ccc(NC(C)=O)cc3)CC2)cc1 (stereo not given)

Assay by compound	41	42	43	44	45	46
D2 PAM	5	-2	-10	10	14	-6
RXFP1 agonist	-0.2%	0.2%	1.0%	1.1%	3.6%	2.2%
TRHR agonist	-0.5	-0.3	-0.1	-0.7	-0.4	-0.4
D1 antag	7	19	-1	-5	29	-34*
D1 potentiator	0	14	-2	2	6	5
D1 ag	0	2	0	1	1	3
Anesthetic bind	-5%	x	-1%	x	u	2%
RXFP1 antag	-12	5	0	6	0	-1
TRHR enhancer	13	6	-2	-3	2	4

The list is partial (hit frequency here may not be typical).
